Fam108B counter = mouse Fam108B serine hydrolase inhibitors, primary screen, counter-screen for RBBP9 inhibitor project, biochemical, fluorescence polarization; recombinant Fam108B, FP-Rh probe fluorescence polarization; inhibition, % at 9.51 µM; 300,000 tested, 0.33% active; AID 1947, 2009;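 active means inhibition above the screen mean inhibition plus 3 SD, computed separately per campaign, cut at about 18% in these data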;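 further: inhibitors lower polarization as less probe binds the enzyme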
PAFAH1B2 inh = PAFAH1B2 enzyme inhibitors, primary screen, biochemical, fluorescence polarization, human. Platelet-activating factor acetylhydrolase IB subunit alpha2 (Homo sapiens), P68402. recombinant PAFAH1B2, FP-rhodamine activity probe. inhibition, % at 3.39 µM. 340,000 tested, 1.2% active. AID 492953, 2010;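 active means inhibition above the mean of all tested compounds plus 3 SD, cut at about 24% in these data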;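 further: 0% = enzyme with DMSO and 100% = wells lacking PAFAH1B2; many of its hits are not listed in these tables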
PME-1 inh = PME-1 inhibitors via competitive probe labeling, primary screen, biochemical, fluorescence polarization, FP-Rh probe, HTS; Protein phosphatase methylesterase 1 (Homo sapiens), Q9Y570; AID 2130, 2009; 320,000 tested, 0.53% active; recombinant PME-1; inhibition, % at 5.9 µM;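 active means inhibition above the campaign mean of all compounds plus 3 SD, cut at about 26% in these data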;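 further: competitive labeling of PME-1 active site by serine hydrolase directed probe; 0% = PME-1 with DMSO and 100% = wells lacking PME-1 enzyme; inhibitors block probe labeling so polarization falls and inhibition rises; many of its hits are not listed in these tables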
Target sequence (Q9Y570 whole entry, looked up): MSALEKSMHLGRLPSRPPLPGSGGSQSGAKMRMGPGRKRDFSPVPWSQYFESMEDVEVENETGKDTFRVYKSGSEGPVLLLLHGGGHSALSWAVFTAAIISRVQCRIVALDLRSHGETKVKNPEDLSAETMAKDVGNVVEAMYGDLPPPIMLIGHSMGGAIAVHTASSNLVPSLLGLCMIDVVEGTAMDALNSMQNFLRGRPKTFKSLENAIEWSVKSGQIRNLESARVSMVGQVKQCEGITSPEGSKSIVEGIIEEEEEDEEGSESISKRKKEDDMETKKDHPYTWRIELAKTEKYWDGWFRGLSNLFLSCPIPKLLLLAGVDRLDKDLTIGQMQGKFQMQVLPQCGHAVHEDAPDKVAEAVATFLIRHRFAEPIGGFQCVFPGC
pPAFAH inh = pPAFAH enzyme inhibitors, primary screen, biochemical, fluorescence polarization, human; Platelet-activating factor acetylhydrolase (Homo sapiens), Q13093; recombinant pPAFAH, FP-rhodamine probe fluorescence polarization; inhibition, % at 3.39 µM; 330,000 tested, 1.5% active; AID 463082, 2010;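 active means inhibition above the mean inhibition across the screen plus 3 SD, cut at about 25% in these data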;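 further: inhibitors block binding of the rhodamine activity-based probe so polarization drops; 0% = enzyme with DMSO and 100% = wells lacking pPAFAH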
Target sequence (Q13093 whole entry, looked up): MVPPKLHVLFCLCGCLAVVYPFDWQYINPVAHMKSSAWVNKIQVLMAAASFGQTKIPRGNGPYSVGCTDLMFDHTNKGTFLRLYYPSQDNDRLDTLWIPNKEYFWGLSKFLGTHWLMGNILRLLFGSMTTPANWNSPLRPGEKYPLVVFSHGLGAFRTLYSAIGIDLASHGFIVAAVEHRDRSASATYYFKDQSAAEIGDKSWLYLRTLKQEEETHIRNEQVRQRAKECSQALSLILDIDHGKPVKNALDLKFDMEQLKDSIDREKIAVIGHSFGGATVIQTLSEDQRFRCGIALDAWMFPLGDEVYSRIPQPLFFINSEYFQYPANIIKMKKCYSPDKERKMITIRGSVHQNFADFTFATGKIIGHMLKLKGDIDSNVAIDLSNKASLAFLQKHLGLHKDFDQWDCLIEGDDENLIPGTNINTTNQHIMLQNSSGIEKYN
BCLXL inh = inhibitors of human Bcl-xL, primary screen, biochemical, fluorescence polarization, HTS. GST-Bcl-xL / FITC-Bim BH3 peptide fluorescence polarization. 320,000 tested, 0.7% active. inhibition, % at 10.9 µM. Bcl-2-like protein 1 (Homo sapiens), Q07817;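 active means inhibition above the mean of all tested compounds plus 3 SD, cutoff set per campaign, cut at about 30% in these data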;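 further: 0% = DMSO wells and 100% = unlabeled Bim-BH3 peptide competitor; inhibitors lower millipolarization by displacing the labeled peptide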
Target sequence (Q07817 whole entry, looked up): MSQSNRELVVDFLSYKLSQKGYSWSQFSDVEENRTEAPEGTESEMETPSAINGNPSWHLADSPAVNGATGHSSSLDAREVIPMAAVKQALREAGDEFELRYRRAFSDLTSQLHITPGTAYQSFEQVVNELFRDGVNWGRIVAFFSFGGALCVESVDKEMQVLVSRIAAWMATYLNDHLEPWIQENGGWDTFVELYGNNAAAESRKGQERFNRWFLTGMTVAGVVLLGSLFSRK
GLD-1 TGE inh = GLD-1/TGE RNA complex disruptors, primary screen, biochemical, fluorescence polarization; purified GLD-1 + fluorescein TGE RNA; inhibition, % at 5.96 µM; 320,000 tested, 0.44% active; AID 2280, 2010;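 active means percent inhibition above a per-plate cutoff, the plate mean of test compounds plus 3 SD, cut at about 30% in these data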;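 further: 0% = DMSO wells with GLD-1 and probe and 100% = wells lacking GLD-1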
AHR activator = AHR activators, primary screen, cell-based, luminescence, luciferase reporter, human | Aryl hydrocarbon receptor (Homo sapiens), P35869 | AHR-responsive luciferase reporter cells | activation, % at 5 µM | 320,000 tested, 2.5% active; in the data active means activation above about 47%;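 further: 0% = vehicle wells and 100% = reference agonist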
MCL1 BIM primary = inhibitors of MCL1 binding to BIM-BH3, primary screen, biochemical, fluorescence polarization; inhibition, % at 10.9 µM; Induced myeloid leukemia cell differentiation protein Mcl-1 (Homo sapiens), Q07820; 320,000 tested, 0.68% active; GST-MCL1 / FITC-Bim-BH3 fluorescence polarization;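 active means inhibition above the mean inhibition of all tested compounds plus 3 SD, set per campaign, cut at about 40% in these data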;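 further: 0% = DMSO wells and 100% = unlabeled Bim-BH3 peptide control; higher means more loss of mP so more displacement of Bim peptide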
MEX-5 binding = MEX-5 zinc finger RNA-binding disruptors – biochemical, C. elegans, fluorescence polarization, MLPCN library, primary screen; Zinc finger protein mex-5 (Caenorhabditis elegans), Q9XUB2; MEX-5/FITC-TCR2 RNA binding; active compounds read low; activity score (negative = inhibition of binding), % at 10 µM; 300,000 tested, 0.38% active; AID 1832, 2009;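 active means inhibition past about -25% in most replicates, and total fluorescence under double the plate's negative control median, limit read from the data; inconclusive means replicates evenly split on the limit, or fluorescence at least double controls; inactive means too little inhibition in most replicates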;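 further: 0% = DMSO and -100% = 5 µM competing unlabeled TCR2 RNA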
* hit, by the source's call; ? = inconclusive; · = not tested or not shown. A portion of the library; count on the stated rates, not on these rows.

nr	molecule	Fam108B counter	PAFAH1B2 inh	PME-1 inh	pPAFAH inh	BCLXL inh	GLD-1 TGE inh	AHR activator	MCL1 BIM primary	MEX-5 binding
1	COCCn1c(SCC(=O)c2ccc3c(c2)OCCO3)nnc1C(C)C	0	4	-9	-9	-7	11	5	-1	-0.6
2	CC(C)NC(=O)C(=O)c1cn(C)c2ccccc12	-2	4	-1	5	2	-1	10	-5	-2.3
3	Cc1cc(C)c(S(=O)(=O)N(C)CC(=O)NCc2ccccn2)c(C)c1	0	-2	0	-2	5	0	-3	4	3.2
4	Cn1c(N)c(C(=O)c2ccc(Cl)cc2)c(=O)n(C)c1=O	4	-5	-3	3	6	6	8	3	1.9
5	COc1ccc(CNC(=O)C2=CCN(S(=O)(=O)c3ccc(C)cc3)CC2)cc1	-2	8	-7	3	0	6	13	1	0.0
6	N#Cc1cnn(Cc2ccccc2)c1/N=C/N1CCOCC1	5	1	-1	2	3	9	6	4	-1.4
7	COc1ccc(NC(=O)/C(Cl)=C(/Cl)S(=O)Cc2ccccc2)cn1 (stereo unspecified)	-5	-1	-2	1	6	-1	-13	27	-0.9
8	O=C(CSc1ccccc1F)NCC(c1cccs1)N1CCOCC1 (stereo unspecified)	·	3	·	0	·	11	2	·	·
9	O=C(CN1CCC(NC(=O)C2CCCCC2)CC1)NCc1ccco1	-4	-1	-7	4	7	2	0	4	4.0
10	COc1ccc(CCC(=O)Nc2cccc(Cl)c2)cc1	-5	1	-5	7	3	6	-2	1	?
11	Cc1cc(C)cc(C(=O)N2CCC(C(N)=O)CC2)c1	6	7	1	4	3	0	-1	-3	-2.1
12	Cc1nnc(NC(=O)CCn2c(=O)oc3ccc(Cl)cc32)s1	-1	5	-1	3	4	-2	1	2	0.8
13	Cc1ccc(C(=O)NCC(=O)NCC(=O)OCc2ccc(F)cc2)cc1	4	-1	-3	-2	10	-1	0	10	-0.8
14	CCOC(=O)c1c(S(=O)(=O)N2CCCC(C(=O)Nc3cccc(C)n3)C2)c(C)n(C)c1C (stereo unspecified)	-4	0	-2	3	3	0	1	-1	1.7
15	CC(=O)N1CCN(c2ccc(NCc3ccc(-c4cccc(Cl)c4)o3)cc2)CC1	·	0	·	41*	·	4	3	·	·
16	COc1cccc(C(=O)c2cc3ccc(O)cc3oc2=O)c1	0	-4	5	0	0	12	3	4	0.4
17	CCCOc1ccc(C2C3=C(Nc4nc(N)[nH]c(=O)c42)c2ccccc2C3=O)cc1 (stereo unspecified)	23*	-7	13	17	13	-1	-2	10	1.4
18	Cc1ccc2oc(C(=O)N(C)Cc3ccon3)c(C)c2c1	4	-2	7	6	1	0	8	1	4.4
19	CN(C)c1ccc(N2C(=O)CSC2=S)cc1	-9	-3	-25	37*	39*	0	52*	46*	3.3
20	COc1ccc(CNc2nc(NCc3ccc(OC)cc3)n(C(C)=O)n2)cc1	1	2	5	9	7	3	-1	4	-0.3
21	CCN(CC)c1ccc(/C=N/Nc2nc3ccccc3[nH]2)c(O)c1	21*	13	7	19	2	-4	51*	-2	2.8
22	CCN(CC)C(=O)Oc1ccc(Cl)c2cccnc12	-1	2	-5	0	-4	-5	10	-9	-1.7
23	Cc1ccc([N+](=O)[O-])cc1NC(=O)CN(C(=O)c1ccc(Cl)cc1)C1CCCCC1	-2	7	-1	4	7	8	7	7	0.0
24	CCOP(=O)(OCC)/C(C#N)=C/c1ccc(-c2ccc(F)cc2F)o1	5	6	-1	4	5	-3	8	1	0.7
25	COCCCNC(=S)N(Cc1ccccc1)Cc1ccccc1	-2	1	-5	1	-4	4	5	-3	1.9
26	COc1ccc(NC(=O)CCN2C(=O)c3ccccc3S2(=O)=O)cc1	-3	0	-1	4	4	8	-6	-2	0.9
27	COc1cc(-c2nnc(SCc3cc(=O)oc4cc(O)c(O)cc34)o2)cc(OC)c1OC	6	4	-12	59*	6	-4	1	62*	-3.2
28	O=C(CC1C(=O)NCCN1Cc1ccc(Cl)c(F)c1)NCCc1cccnc1 (stereo unspecified)	4	6	-7	7	30	25	2	27	-2.2
29	CN(C(=O)c1ccc(NC(=O)Cc2ccc(NC(=O)C3CCCN(C(=O)C4CCC4)C3)cc2)cc1)C1CC1 (stereo unspecified)	·	5	-2	-5	-3	-2	1	-1	·
30	COc1ccc(CNC(=O)CCCn2nc(C)c3c(C)n(-c4ccc(C)cc4)nc3c2=O)cc1	-1	6	-6	5	0	1	-1	-7	2.7
31	CCc1nnc(NC(=O)c2ccc(S(=O)(=O)N3CCCCCC3)cc2)s1	-3	7	1	-4	-5	-13	2	-9	-1.0
32	O=C(Nc1nnc(SCCN2CCOCC2)s1)C1CC(=O)N(c2ccccc2)C1 (stereo unspecified)	-3	0	5	3	3	4	-1	7	0.5
33	COCCNC(=O)C(OC(=O)c1ccco1)c1ccccc1OC (stereo unspecified)	-2	3	-9	3	3	9	0	8	-0.3
34	CC(C)Cc1ccc(/C(=N/O)C(=O)O)s1	-2	9	-2	4	-4	-1	7	0	1.4
35	Cc1cc(C(=O)NCc2ccc(F)cc2)n(-c2ccccc2)n1	-2	5	-3	2	5	-2	1	6	0.8
36	CC1CCC(N(C(=O)c2csnn2)C(C(=O)NC(C)(C)C)c2cccnc2)CC1 (stereo unspecified)	1	4	-1	-2	6	1	0	6	0.9
37	Cc1cc(C(=O)N/N=C/c2ccc(N(C)C)cc2)c2ccccc2n1	1	1	0	1	4	-2	3	15	-1.4
38	CCOc1ccccc1-c1nc(C(N)=O)c2[nH]c(=O)n(-c3ccccc3)c2n1	1	1	21	4	5	-5	26	10	-1.7
39	CC(=O)Cc1nsc(Nc2ccccc2)n1	3	2	3	-1	0	1	8	-6	3.8
40	COc1ccc(NC(=O)CNC(=O)c2ccc([N+](=O)[O-])cc2)cc1	-2	0	-2	-4	7	-1	-1	6	-3.6
41	COc1ccc(CCNC(=O)COc2ccc(N(C)S(=O)(=O)c3ccc(C)cc3)cc2)cc1	-3	4	-8	-1	5	6	7	-5	2.2
42	O=C(NCCNS(=O)(=O)c1ccccc1)c1cc(OCC(F)(F)F)ccc1OCC(F)(F)F	-8	0	-4	-1	-11	-2	10	-14	1.7
43	O=C1CSC(c2cccc(O)c2)N1Cc1ccccc1 (stereo unspecified)	-2	3	8	6	4	-1	1	7	2.0
44	COc1ccc(/C=C2\SC(=S)N(CCC(=O)NCCc3ccc(O)cc3)C2=O)cc1	-31	-13	-48	2	7	2	-2	5	-0.4
45	CCS(=O)(=O)N1CCN(c2ccnc3cc(Cl)ccc23)CC1	-1	·	-2	0	-2	-5	0	-3	1.3
46	CCOc1ccc(CN(C)C(=O)CCl)cc1	2	4	-2	-2	-1	9	1	-4	0.7
47	CCC(C(=O)NCC1CCCO1)n1nc(C)c2sc3ccccc3c2c1=O (stereo unspecified)	2	-5	0	0	0	6	3	0	-3.6
48	Cc1cnc(C(=O)N2CCc3c([nH]c4ccccc34)C2c2ccc(F)cc2)cn1 (stereo unspecified)	1	2	1	7	0	4	13	-7	1.2
49	Cc1c(-c2nc(-c3ccncc3)no2)cccc1[N+](=O)[O-]	-1	3	0	2	5	-2	65*	-2	1.4
50	CCc1ccccc1NC(=O)Nn1cnnc1	0	-3	2	-1	-1	1	2	2	-0.6

Additional compounds follow:
nr	molecule	Fam108B counter	PAFAH1B2 inh	PME-1 inh	pPAFAH inh	BCLXL inh	GLD-1 TGE inh	AHR activator	MCL1 BIM primary	MEX-5 binding
51	CCCOc1c(OC)cc(Cl)cc1C1NC(=O)NC(C)=C1C(=O)NCc1ccccc1 (stereo unspecified)	0	2	1	1	1	7	-1	-4	-2.3
52	CC(/C=N/NC(=O)CSc1nnc(SCc2ccccc2)s1)=C\c1ccco1	-3	0	-6	27*	3	2	3	1	1.4
53	Cc1ccc(Cl)cc1NC(=O)C1CCCN(S(=O)(=O)c2c(C)noc2C)C1 (stereo unspecified)	-3	-1	-6	-3	4	2	13	4	-1.0
54	Cc1ccc(C)c(-n2c3nc(=O)n(C)c(=O)c-3cc3ccccc32)c1	-1	1	-6	4	-11	5	-1	-15	-0.7
55	COc1ccc2c(=O)c(C(=O)NCCc3ccc(OC)c(OC)c3)c[nH]c2c1	0	4	-8	8	1	-4	35	-7	4.7
56	COc1ccc2[nH]cc(/C=C(/C#N)S(=O)(=O)c3ccccc3)c2c1	-9	-5	-12	-3	6	6	35	-5	-0.8
57	CSc1ccccc1C(=O)C1CCCN(C(=O)CCN2CCCO2)C1 (stereo unspecified)	0	5	-4	-4	-1	1	-1	-5	1.2
58	Cc1c(C(=O)Nn2cnnc2)oc2ccccc12	-1	3	2	-4	5	-7	5	8	-0.9
59	CC(=O)Nc1ccc(S(=O)(=O)Nc2c(C)nn(-c3ccccc3)c2C)cc1	3	3	-1	15	5	0	1	8	-0.7
60	O=[N+]([O-])c1ccc(S(=O)(=O)NCCc2ccncc2)cc1	3	-2	6	5	0	2	2	0	0.0
61	Cc1ccc(-c2nn(CC(=O)NN3CCOCC3)c(=O)c3ccccc23)cc1	1	·	-4	-2	5	-1	0	4	-1.0
62	CCN(C[C@H]1N[C@@](C)(C(=O)OC)[C@H]2C(=O)N(C)C(=O)[C@@H]12)C(=O)c1ccccc1	·	11	·	6	·	7	1	·	·
63	COc1ccc(C(=O)NCCOc2ccccc2)cc1S(=O)(=O)N1CCOCC1	·	7	-1	4	2	3	0	9	·
64	Cc1ccc2c(c1)cc1c(=O)n(CC(=O)NCCCc3ccccc3)nc(C)n12	-1	2	-1	-3	5	-5	4	5	0.4
65	NC(=O)C1CCCN(CC(=O)N2CCN(c3ccccc3)CC2)C1 (stereo unspecified)	1	4	0	1	-3	-9	0	-3	1.4
66	CCOC(=O)N1CCN(CC(O)COc2ccc(OC)cc2C(C)(C)C)CC1 (stereo unspecified)	5	4	-5	2	0	-1	0	5	6.0
67	COc1cc(C2NC(=O)NC(c3ccccc3)=C2C(C)=O)cc([N+](=O)[O-])c1O (stereo unspecified)	-1	8	7	6	3	5	3	4	-2.6
68	CC(Sc1nnc(-c2ccc(OC(F)F)cc2)n1N)C(=O)NCC1CCCO1 (stereo unspecified)	0	-1	-4	-1	-16	-1	1	-8	1.9
69	COC(=O)c1ccc(C2C(C#N)=C(C)NC3=C2C(=O)CC(C)(C)C3)cc1 (stereo unspecified)	-2	0	5	-3	6	-5	0	10	-1.3
70	COc1ccc2oc(=O)c(NC(=O)C3CCCCC3)cc2c1	0	1	2	4	1	1	-3	4	-0.4
71	COc1ccc(C2C(C(=O)O)CCC(=O)N2c2ccc(OC)cc2)cc1 (stereo unspecified)	-2	6	-2	2	4	4	-1	4	0.1
